p53ts 32C tox – kills p53ts cells at the permissive temperature; H1299-p53A138V at 32C, ATP luminescence viability, 24 h; Potency, µM (doses to about 46.1 µM), for inactives: top-dose activity change, negative = cytotoxicity, usual class: cytotoxic; hit rate 0.93% among 130,000;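 also: 0% = DMSO and -100% = full killing by reference compound; nearly all actives have a fitted effect of over 55% in size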
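H1299-p53 A138V cells (temperature-sensitive p53) exposed 24 h to up to 46 uM compound at 32C, where p53 is wild-type in conformation. Viability read as ATP luminescence and normalised to DMSO and 100 uM tamoxifen. AC50 fitted with the Hill equation.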
Peg3 imprint – inducers of genomic imprint erasure in mouse ES cells; hit rate 0.02% among 110,000; Potency, µM (top dose mostly 60.7 µM), without a hit: at the top dose activity change, positive = activation, usual class: activators; AID 1948; mouse ES Peg3-LacZ reporter, beta-gal luminescence, 40 h;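 also: 0% = negative control wells on the plate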
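Imprint erasure is scored as LacZ activity from the silenced maternal Peg3 allele in feeder-free female ES cells cultured 40 h with LIF. Luminescence is normalized to in-plate negative controls and fitted to the Hill equation.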
IkB signaling – inhibitors of IkB signaling in ABC-DLBCL cells. hit rate 0.04% among 110,000. Potency, µM (titrated, usually from 57.1 µM), without a hit: at the top dose IkBa stabilization activation. ABC-DLBCL IkBa-CBG/CBR dual luciferase ratio, 4 h; response scale: scaled: untreated 0%, proteasome inhibitor 100%. AID 445; active = well fitted curve in the direction sought with a large enough effect in the signal ratio, not every such curve was filed as active; inconclusive = small, poorly fitted or top-dose-only effect, or a change in a side signal; the % refers to the signal ratio;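 also: the direction sought is a rising ratio; 0% = basal untreated cells and 100% = reference inhibitor full response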
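In this assay, an IκBα–CBG68 fusion accumulates when IKK-driven degradation is blocked; native CBR normalizes for cell number. OCI-Ly3 cells were treated 4 h with compound and doxycycline, then green and red light read after Chroma-Glo addition.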
p53ts 39C tox – p53ts cell cytotoxicity, nonpermissive temperature; hit rate 1.5% among 130,000; Potency, µM (highest dose often 46.1 µM), without a hit: at the top dose activity change, negative = cell killing, usual class: cytotoxic; H1299-p53A138V viability at 39C, ATP luminescence, 24 h; also: nearly all actives have a fitted effect of over 55% in size
Active calls of the source: *; [ ] = remark or other dose. Unless noted, calls follow the shape of the dose curve; as a rule, active = well fitted curve in the direction sought with a large enough effect; inconclusive = small, poorly fitted or top-dose-only effect, or another doubt; inactive = no such curve, though single readings can be large; an effect the other way counts as inactive or inconclusive. Unless noted, % is scaled to controls: 0 for no effect and ±100 for the full control effect; potency is read from the fitted curve at half-maximal effect.

`CC1=C(c2ccc(Cl)cc2)S(=O)(=O)NC1=NCCCN1CCN(c2cc(C)ccc2C)CC1` gave p53ts 32C tox 0.4%, Peg3 imprint 19.4%[10.9 µM], IkB signaling inconclusive and p53ts 39C tox -5.9%.
For COc1cccc2sc(N(Cc3cccnc3)C(=O)c3ccco3)nc12 the results were p53ts 32C tox 9.5%, Peg3 imprint -7.5%[10.9 µM], IkB signaling inconclusive and p53ts 39C tox 0.2%.
For Cc1ccccc1C(=O)N(Cc1ccc(N(C)C)cc1)Cc1ccco1 the results were p53ts 32C tox 8.5%, Peg3 imprint -4.0%[10.9 µM], IkB signaling inconclusive and p53ts 39C tox -9.0%.
`Cc1ccc(C)c(NC(=O)c2cnc3sc(N4CCOCC4)nn3c2=O)c1` gave p53ts 32C tox -0.7%, Peg3 imprint 13.1%[10.9 µM], IkB signaling -2.5% and p53ts 39C tox 12.0%.
`O=C(CSc1cn(CCNC(=O)c2cccs2)c2ccccc12)NCC1CCCO1` (centres undefined) gave p53ts 32C tox 9.2%, Peg3 imprint -16.5%, IkB signaling 0.4% and p53ts 39C tox 20.7%.
CC1CCN(C(=O)CCc2nc3cc(S(=O)(=O)N(C)C)ccc3n2C)CC1 was read as p53ts 32C tox 0.1%, Peg3 imprint -16.9%, IkB signaling -1.5% and p53ts 39C tox -5.0%.
`COc1cc(C(=O)OCCN2CCOCC2)ccc1O` gave p53ts 32C tox 4.3%, Peg3 imprint -21.4%, IkB signaling -2.9% and p53ts 39C tox -0.9%.
C=CCOCC/C=C1/c2ccccc2C(OC)C1C (centres undefined) was read as p53ts 32C tox -7.6%[9.22 µM] and p53ts 39C tox 1.9%[9.22 µM].
For C=C1C2CC[C@@]3(C)C(c4ccoc4)OC(=O)C[C@@]13OC1CC(OC(C)=O)C(C)(C)C(CC(=O)OC)[C@@]12C (some centres undefined) the results were p53ts 32C tox 8.7%, Peg3 imprint -15.7% and p53ts 39C tox 19.3%.
CCN(CC)S(=O)(=O)c1ccc2nc(NC(=O)c3cccnc3)sc2c1 was read as p53ts 32C tox -3.2%, Peg3 imprint -9.0%[10.9 µM], IkB signaling inconclusive and p53ts 39C tox -18.4%.

Overlap with the part before: six compounds, then new ones.
`O=C(CSc1cn(CCNC(=O)c2cccs2)c2ccccc12)NCC1CCCO1` (centres undefined) gave p53ts 32C tox 9.2%, Peg3 imprint -16.5%, IkB signaling 0.4% and p53ts 39C tox 20.7%.
CC1CCN(C(=O)CCc2nc3cc(S(=O)(=O)N(C)C)ccc3n2C)CC1 was read as p53ts 32C tox 0.1%, Peg3 imprint -16.9%, IkB signaling -1.5% and p53ts 39C tox -5.0%.
`COc1cc(C(=O)OCCN2CCOCC2)ccc1O` gave p53ts 32C tox 4.3%, Peg3 imprint -21.4%, IkB signaling -2.9% and p53ts 39C tox -0.9%.
C=CCOCC/C=C1/c2ccccc2C(OC)C1C (centres undefined) was read as p53ts 32C tox -7.6%[9.22 µM] and p53ts 39C tox 1.9%[9.22 µM].
For C=C1C2CC[C@@]3(C)C(c4ccoc4)OC(=O)C[C@@]13OC1CC(OC(C)=O)C(C)(C)C(CC(=O)OC)[C@@]12C (some centres undefined) the results were p53ts 32C tox 8.7%, Peg3 imprint -15.7% and p53ts 39C tox 19.3%.
CCN(CC)S(=O)(=O)c1ccc2nc(NC(=O)c3cccnc3)sc2c1 was read as p53ts 32C tox -3.2%, Peg3 imprint -9.0%[10.9 µM], IkB signaling inconclusive and p53ts 39C tox -18.4%.
For CN1CCN(C(=O)c2cnn3c(C(F)(F)F)cc(-c4ccc5c(c4)OCO5)nc23)CC1 the results were p53ts 32C tox -11.2%, Peg3 imprint -0.8%, IkB signaling -2.1% and p53ts 39C tox -8.0%.
`CCOC(=O)c1ccc(S(=O)(=O)Nc2cc(C(C)(C)C)no2)cc1` gave p53ts 32C tox -3.3%, Peg3 imprint -7.8%, IkB signaling 0.8% and p53ts 39C tox -5.3%.
Screening O=C(CN1C(=O)COCC1=O)N1CCOCC1 returned p53ts 32C tox -6.0%, Peg3 imprint -2.4%, IkB signaling 0.1% and p53ts 39C tox 6.8%.
For CCOC(=O)N1CCC(NC(=O)C2CCCN(S(=O)(=O)c3cccnc3)C2)CC1 (centres undefined) the results were p53ts 32C tox 5.7%, Peg3 imprint -3.1%, IkB signaling 1.8% and p53ts 39C tox -2.0%.
`Nc1nc(Nc2ccccc2)nc2c1ncn2[C@@H]1O[C@@H](CO)[C@H](O)[C@H]1O` gave p53ts 32C tox -10.9%, Peg3 imprint 1.0%, IkB signaling -0.6% and p53ts 39C tox -22.3%.
For COCCNC(=O)CN(C)S(=O)(=O)c1ccc(Br)cc1 the results were p53ts 32C tox 0.9%, Peg3 imprint -0.5%, IkB signaling -0.4% and p53ts 39C tox 1.2%.
Cc1c(NC(=O)CSc2ncn[nH]2)c(=O)n(-c2ccccc2)n1C was read as p53ts 32C tox 5.4% and p53ts 39C tox 26.5%.
`Cc1noc2ncnc(N3CCCC(C(=O)NC(C)C)C3)c12` (centres undefined) gave p53ts 32C tox -4.8%, Peg3 imprint 3.5%[10.9 µM], IkB signaling -0.8% and p53ts 39C tox 8.5%.
COc1ccc(CC(=O)NCC(c2cccs2)S(=O)(=O)c2ccc(F)c(C)c2)cc1 (centres undefined) was read as p53ts 32C tox 9.3%, Peg3 imprint -8.5%[10.9 µM], IkB signaling inconclusive and p53ts 39C tox 9.5%.
Screening Cc1ccc(C(=O)CC2(O)C(=O)N(Cc3ccccc3)c3ccccc32)c(C)c1 (centres undefined) returned p53ts 32C tox 6.7%, Peg3 imprint -6.9%[10.9 µM], IkB signaling inconclusive and p53ts 39C tox inconclusive.
`CCc1ccc(NC(=O)Cc2csc(COc3cccc(C)c3)n2)cc1` gave p53ts 32C tox -4.9%, Peg3 imprint 11.2%[10.9 µM], IkB signaling inconclusive and p53ts 39C tox -4.8%.
Screening CCc1nc2ccccc2n1Cc1ccccc1OC returned p53ts 32C tox 1.5%, Peg3 imprint -17.5%, IkB signaling 1.4% and p53ts 39C tox 3.5%.
For COCCNc1nc(NCc2cccc(Cl)c2)c2cnn(C)c2n1 the results were p53ts 32C tox 3.5%, Peg3 imprint -15.3%[10.9 µM], IkB signaling inconclusive and p53ts 39C tox -17.1%.
`Cc1ccccc1-n1nc(C(=O)c2cccs2)cc(-c2nc3ccccc3[nH]2)c1=N` gave p53ts 32C tox 1.9% and p53ts 39C tox 3.5%.
CN(C)S(=O)(=O)c1ccc(N2CCOCC2)nc1 was read as p53ts 32C tox 4.8%, Peg3 imprint 7.3%, IkB signaling -2.3% and p53ts 39C tox 12.0%.
Screening O=C(Nc1ccc2c3c(cccc13)CC2)c1ccco1 returned p53ts 32C tox -16.7%, Peg3 imprint -7.0%, IkB signaling 0.0% and p53ts 39C tox inconclusive.
Cc1c(C(=O)NCc2ccc3c(c2)OCO3)oc2ccc(S(=O)(=O)N3CCCCC3)cc12 was read as p53ts 32C tox -7.5%, Peg3 imprint -15.5%, IkB signaling 2.2% and p53ts 39C tox 3.8%.
Screening CN(C)S(=O)(=O)N1CCC(Cc2ccccc2)CC1 returned p53ts 32C tox -1.7%, Peg3 imprint -5.4%, IkB signaling 0.9% and p53ts 39C tox 7.6%.
Screening CN(C)/C=N/c1nc2ccc3c(c2s1)CCCC3 returned p53ts 32C tox -26.0%, Peg3 imprint -23.6%, IkB signaling -0.9% and p53ts 39C tox -26.3%.
Cc1[nH]c2ccccc2c1C(=O)CSc1ncn[nH]1 was read as p53ts 32C tox 9.2%, Peg3 imprint -4.6%, IkB signaling 3.3% and p53ts 39C tox -0.7%.
`CCc1cc(C(=O)Nc2ccc(C)cc2Br)cs1` gave p53ts 32C tox -26.1% and p53ts 39C tox -17.6%.
`COc1cccc(CNC(=O)C2CCN(C(=O)N3CCOc4ccc(Cl)cc43)CC2)c1OC` gave p53ts 32C tox 11.8%, Peg3 imprint -6.0%[10.9 µM], IkB signaling -2.6% and p53ts 39C tox -4.5%.
`N#CCCN1CCN(S(=O)(=O)c2ccc(S(=O)(=O)NCC3CCCO3)cc2)CC1` (centres undefined) gave p53ts 32C tox -1.4%, Peg3 imprint -4.1%, IkB signaling -0.1% and p53ts 39C tox 8.3%.
`CCOc1cc(S(=O)(=O)NCc2ccccn2)c(C)cc1C` gave p53ts 32C tox -11.5%, Peg3 imprint -8.4%, IkB signaling -0.7% and p53ts 39C tox -1.8%.
`COCC(=O)N1CCC[C@@]2(CCN(Cc3nccs3)C2)C1` gave p53ts 32C tox -4.4%, IkB signaling 0.9%[11.4 µM] and p53ts 39C tox 0.7%.
Screening CC(C)CCNC(=O)CN(C)S(=O)(=O)c1cccc2nsnc12 returned p53ts 32C tox -6.2%, Peg3 imprint -14.1%, IkB signaling -1.0% and p53ts 39C tox -8.0%.
For O=C(Nc1noc2ccccc12)c1ccc(F)cc1 the results were p53ts 32C tox 10µM*, Peg3 imprint -31.0%[inhibitor][10.9 µM], IkB signaling 2.1% and p53ts 39C tox inconclusive.
For Cc1nn(C(C)C(=O)Nc2cccc(F)c2)c(=O)c2c1sc1ccccc12 (centres undefined) the results were p53ts 32C tox -22.3%, Peg3 imprint -4.3%[10.9 µM], IkB signaling inconclusive and p53ts 39C tox inconclusive.
For COCCNC(=O)c1ccccc1NC(=O)c1ccc(OC)c(OC)c1 the results were p53ts 32C tox 3.6%, Peg3 imprint -12.0%, IkB signaling -2.2% and p53ts 39C tox 10.5%.
For COC(=O)[C@@]1(Cc2ccc(OC)cc2)[C@H]2c3cc(C(=O)N(C)C)n(Cc4ccc(O)c(OC)c4)c3C[C@H]2CN1C(=O)c1ccccc1 the results were p53ts 32C tox 27.6%, Peg3 imprint -5.5% and p53ts 39C tox 3.8%.
`CCC(=O)N1CCc2cc(CNC(=O)c3ccc(C#N)cc3)ccc21` gave p53ts 32C tox -2.9%, Peg3 imprint -17.8%[10.9 µM], IkB signaling -1.4% and p53ts 39C tox 25.4%.
Screening Cc1ccc2nc(SCC(=O)Nc3ccccc3N3CCOCC3)c(C#N)cc2c1 returned p53ts 32C tox 0.1% and p53ts 39C tox 17.8%.
`Fc1cccc2sc(N3CCOCC3)nc12` gave p53ts 32C tox -7.6%, Peg3 imprint -41.4%[inhibitor], IkB signaling -0.4% and p53ts 39C tox -1.4%.
Screening COc1ccc(S(=O)(=O)NCCOc2ccccc2)cc1OC returned p53ts 32C tox 4.2%, Peg3 imprint -9.1%, IkB signaling 2.8% and p53ts 39C tox 2.6%.
For CCN1CCN(C(=O)c2ccc3c(c2)N(Cc2ccccc2F)C(=O)c2ccccc2S3=O)CC1 (centres undefined) the results were p53ts 32C tox 0.4%, Peg3 imprint -9.0%[10.9 µM], IkB signaling 1.0% and p53ts 39C tox -22.2%.
For O=C(CN1CCC(n2nnc3ccccc32)CC1)NCc1cccs1 the results were p53ts 32C tox 1.0%, Peg3 imprint -16.2%, IkB signaling inconclusive and p53ts 39C tox 4.1%.
`CCn1c(=O)cc(SCC(=O)NCc2ccc(OC)cc2OC)c2ccccc21` gave p53ts 32C tox 3.8%, Peg3 imprint 4.4%[10.9 µM], IkB signaling 0.3% and p53ts 39C tox -12.6%.
`O=c1c2c3c(sc2n(Cc2ccc(F)cc2Cl)c(=O)n1-c1ccc(Cl)cc1)CCC3` gave p53ts 32C tox 13.8%, Peg3 imprint inconclusive, IkB signaling 4.3% and p53ts 39C tox 10.7%.
`COc1ccc(N2CCN(C(=O)CN(c3ccccc3)S(C)(=O)=O)CC2)cc1` gave p53ts 32C tox -1.8%, Peg3 imprint -13.6%, IkB signaling 1.4% and p53ts 39C tox 2.7%.
CCOc1ccccc1N1CC(c2nc3ccccc3n2CCCCOc2ccccc2)CC1=O (centres undefined) was read as p53ts 32C tox inconclusive, Peg3 imprint -7.3%[10.9 µM], IkB signaling inconclusive and p53ts 39C tox inconclusive.
For CC(=O)NC(CCS(C)(=O)=O)C(=O)N1CCc2ccccc21 (centres undefined) the results were p53ts 32C tox -11.4%, Peg3 imprint 3.7%, IkB signaling -0.6% and p53ts 39C tox -8.9%.
For CCN1CCCC1CNC(=O)c1ccc(-n2c(=O)c(=O)[nH]c3ccccc32)cc1 (centres undefined) the results were p53ts 32C tox -6.6% and p53ts 39C tox -7.2%.

Compound activity: PubChem BioAssay, National Center for Advancing Translational Sciences (NCATS)
